HSF1 inh: HSF1 inhibitors in luciferase reporter cells, primary screen, cell-based, NIH3T3, luminescence. actives 0.77% (n = 300,000). NIH3T3-HGL HSE-luciferase, MG132-induced, luminescence 8 h; active compounds read low. activity change, negative = inhibition, % at 7.5 µM (by protocol). AID 2098, 2009;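 active means more than half of replicate wells show activity change below -50%, luminescence cut by over half; inconclusive means some wells, but at most half, below -50%; inactive means no replicate well below -50%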;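 further: luciferase reports HSF-1 transcriptional activity via heat shock element; 0% = median of DMSO wells and -100% = zero luminescence signal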
IEC-6 tox: cytotoxicity in IEC-6 intestinal epithelial cells, primary screen, cytotoxicity control for KLF5 inhibitor project, cell-based, luminescence; actives 0.78% (n = 290,000); inhibition, % at 5 µM; AID 1825, 2009; IEC-6 cytotoxicity, luminescence viability; in the data active means inhibition above about 22%;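 further: 0% = plate median of test compound wells and 100% = cytotoxic reference compound wells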
Platelet DG rel: inhibitors of platelet dense granule secretion, primary screen, cell-based, MLPCN, human platelets | human platelet-rich plasma, SFLLRN dense granule ATP release, luminescence | inhibition, %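 (compounds screened at 7.5 µM in platelet-rich plasma)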 | actives 0.22% (n = 300,000);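 active means mean replicate score, as percent of positive control, at or above 50; inconclusive means mean below 50 but at least one replicate at or above 50; inactive means mean and every replicate below 50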
HDAC3 inh: HDAC3 deacetylase inhibitors, primary screen, biochemical, fluorescence, cell-free homogeneous; AID 2718, 2010; recombinant HDAC3, fluorogenic peptide/trypsin coupled; actives 0.15% (n = 320,000); inhibition, % at 8.3 µM; in the data active means inhibition above about 26%, passing the limit was not always enough; inconclusive means no clear call, values can overlap the other calls
Target sequence (O15379 whole entry, looked up): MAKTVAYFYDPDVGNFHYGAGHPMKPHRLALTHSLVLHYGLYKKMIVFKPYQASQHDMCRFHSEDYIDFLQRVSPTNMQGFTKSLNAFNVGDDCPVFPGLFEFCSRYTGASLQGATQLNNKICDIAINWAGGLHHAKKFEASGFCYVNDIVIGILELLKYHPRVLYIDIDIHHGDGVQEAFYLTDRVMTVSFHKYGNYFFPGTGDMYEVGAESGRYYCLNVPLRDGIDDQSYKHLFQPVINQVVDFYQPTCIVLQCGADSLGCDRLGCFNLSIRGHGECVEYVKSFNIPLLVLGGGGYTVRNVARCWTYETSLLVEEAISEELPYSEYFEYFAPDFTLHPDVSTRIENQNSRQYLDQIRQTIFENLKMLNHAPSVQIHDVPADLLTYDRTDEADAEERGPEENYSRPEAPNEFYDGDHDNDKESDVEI
AI-2 QS modul: Vibrio harveyi AI-2 quorum sensing modulators, primary screen, JMH597 strain, luminescence/OD600 ratio. Vibrio harveyi JMH597 AI-2 luminescence/OD600 ratio, 9 h; active compounds read low; strain lacks LuxN and CqsS sensors; 0 = neutral-control median. activity change, % at 7.5 µM. actives 0.4% (n = 300,000); in the data active means activity change below about -75%, passing the limit was not always enough; inconclusive means no clear call, values can overlap the other calls;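 further: luminescence divided by OD600 gain over 9 h not by final OD600 alone; inactives centre near 13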
HSP90 inh: HSP90 inhibitors, primary screen, cell lysate, luminescence; Heat shock protein HSP 90 (rabbit reticulocyte lysate; luciferase refolding); Rabbit reticulocyte lysate, luciferase refolding luminescence, 3 h; inhibition, % at 5.6 µM; actives 0.91% (n = 290,000); AID 1789, 2009;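 active means inhibition above the screen-wide mean plus 3 SD, computed separately per campaign, cut at about 16% in these data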;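 further: 0% = DMSO wells and 100% = 60 µM geldanamycin wells; inhibitors lower the luminescence because luciferase stays unfolded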
KLF5 inh: KLF5 expression inhibitors, primary screen, DLD-1 cells, luminescence; DLD-1 KLF5 promoter-luciferase reporter; inhibition, % at 5 µM; actives 0.23% (n = 290,000);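 active means inhibition above a per-plate limit of that plate's mean compound inhibition plus 3 SD, cut at about 60% in these data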;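 further: 0% = DMSO wells and 100% = LY294002 at 200 µM; higher means less KLF5 promoter-driven luciferase light; inactives centre near -14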
HIF activator: HIF pathway transcriptional activators, primary screen, cell-based, U2OS HRE-luciferase, luminescence; U2OS HRE-luciferase reporter; normalized: DMSO 0%, desferrioxamine 100%; actives 0.32% (n = 300,000); activation, % at 7.5 µM (by protocol); AID 1910, 2009;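 active means mean activation of at least 10% of the iron chelator positive control signal, with at least half of replicates also reaching 10%; inconclusive means mean and replicate majority disagree about reaching 10%; inactive means mean and most replicates under 10%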
HSF-1 act: HSF-1 activators, primary screen, NIH3T3-HGL cells, MG132 stress, luminescence, single point | NIH3T3-HGL HSF-1 luciferase reporter, 8 h; 100% = twice DMSO control signal | activation, % at 9 µM | actives 1.7% (n = 300,000) | AID 504408, 2011;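 active means mean replicate activation of at least 50% with a set share of replicates each reaching 50%; inconclusive means only one of those two conditions met; inactive means mean below 50% and too few replicates reaching it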;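 further: 0% = median of the neutral control wells and 100% = twice that signal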
aSyn UTR inh: MLPCN primary screen, SNCA 5' untranslated region | alpha-synuclein 5'UTR reporter, inhibitor activity | inhibition, % (tested at 7.5 µM) | actives 0.82% (n = 300,000) | AID 1813, 2009; in the data active means inhibition above about 60%; inconclusive means no clear call, values can overlap the other calls;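 further: H4 neuroglioblastoma cells stably carrying SNCA 5'UTR luciferase fusion; 0% = DMSO wells and 100% = positive control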
Starred values were filed as active, the others as inactive; ? = inconclusive; . = no result given.

SMILES	HSF1 inh	IEC-6 tox	Platelet DG rel	HDAC3 inh	AI-2 QS modul	HSP90 inh	KLF5 inh	HIF activator	HSF-1 act	aSyn UTR inh
Cc1nnc2ccc(-c3ccc(NC(=O)c4cccnc4Cl)cc3)nn12	6	6	1	-10	21	-10	-21	-0.1	-6	-11
CC(C)CNC(=S)NC1CC2CCC(C1)N2Cc1ccccc1 (stereo unspecified)	5	3	0	-2	-20	0	19	0.1	3	2
O=C1CCC(C(=O)N2CCCO2)CN1Cc1cccc(C(F)(F)F)c1 (stereo unspecified)	14	3	3	.	6	-4	-61	1.7	28	-25
CCc1cccc(CC)c1-n1c(SCC(=O)c2c(N)n(C)c(=O)n(C)c2=O)nnc1-c1cccnc1	8	-8	2	-8	10	-2	-6	-0.1	38	-18
Cc1ccc(NC(=O)c2ccc(NCCCN3CCC(C)CC3)c([N+](=O)[O-])c2)cc1F	8	3	-53	0	21	0	-21	-3.4	-18	16
Cc1cccc2cc(C(c3nnnn3Cc3ccccc3)N3CCN(C)CC3)c(=O)[nH]c12 (stereo unspecified)	-3	6	-4	-7	22	1	8	0.0	-6	1
O=C(C1=C[C@H](c2ccc(Br)cc2)C[C@H](OCCCCO)O1)N1CCN(Cc2ccc3c(c2)OCO3)CC1	-54*	9	2	10	26	1	-3	1.3	-62	25
CCN(C(=O)COC(=O)CCc1ccccc1OC)c1c(N)n(Cc2ccccc2)c(=O)[nH]c1=O	-3	.	12	-1	6	.	.	0.6	-23	2
O=S(=O)(Nc1nc2ccccc2nc1N1CCN(c2ccccc2)CC1)c1ccc(F)cc1	7	5	14	1	30	-1	-1	0.1	?	-13
Cc1ccc(CNC(=O)CCSCc2ccc(C)cc2)cc1	1	-4	-2	3	-23	-1	-9	-0.5	14	-3
CC1(c2ccc(OC(F)F)cc2)NC(=O)N(CC(=O)Nc2ccccc2)C1=O (stereo unspecified)	34	-6	-10	3	-91*	-6	-1	1.8	21	-30
O=C(Oc1ccccc1C(=S)N1CCCCC1)c1cc([N+](=O)[O-])cc([N+](=O)[O-])c1	-2	-1	2	-1	22	-2	-21	0.3	-10	0
O=C(NCC(c1ccco1)N1CCN(c2ccccc2F)CC1)c1cccs1 (stereo unspecified)	7	.	3	-11	-3	.	.	0.3	26	-34
CSC1=C(C#N)C(c2ccc(C)cc2)C2=C(CCCC2=O)N1 (stereo unspecified)	7	-4	7	?	-4	-4	-12	-0.2	3	22
CCn1c(CNc2ccccc2Cl)nnc1SCCN1CCCCC1	-7	3	-4	-6	15	-1	-8	0.1	1	7
COc1ccc(N2CCN(S(=O)(=O)CCNC(=O)COc3ccccc3OC)CC2)cc1	-2	-5	-30	2	15	-6	-7	0.1	7	9
O=C(CSc1nnc(-c2ccc(Br)cc2)o1)Nc1cccc2ccccc12	.	-2	-2	2	16	-2	-1	.	.	.
Cc1nc(=O)c(-c2ccccc2)c(C)n1CCCO	3	-4	-5	5	-4	-1	-33	0.7	11	10
COc1cccc(NC(=O)C(=O)NCc2ccncc2)c1	16	5	6	-2	5	1	-47	2.8	43	-100
CSc1ccc(S(=O)(=O)N2CCC(C(=O)Nc3ccccc3C(F)(F)F)CC2)cc1	-7	-2	2	-4	.	11	15	-0.3	-4	6
N#Cc1cccnc1Nc1ccc(Cl)cc1	10	-5	-4	-9	13	2	24	0.0	39	-26
Cc1cc(C)c(O)c(-c2cc(C(=O)Nc3cccnc3)[nH]n2)c1	1	-1	13	1	54	1	-34	1.9	2	-108
Cc1ccccc1CSCCNC(=O)CCSc1ccccc1	2	10	-11	2	-7	-3	-43	-0.2	22	16
COc1ccc(NC(=O)CSc2nnc(Cc3cccn3C)n2-c2ccc(F)cc2)cc1	-1	3	2	2	24	4	-6	-0.2	8	9
Cc1ccc(N(CC(=O)NC2CCCC2)C(=O)CCCC(=O)Nc2ccccn2)cc1C	0	2	11	-5	29	2	-9	0.1	-6	17
COC(=O)C1=C(C)N(CCc2ccc(OC)c(OC)c2)C(=O)C1	8	-3	10	4	3	0	-21	0.2	13	0
COc1ccc(N2CCCn3c2nc2c3c(=O)n(CCc3ccccc3)c(=O)n2C)cc1	1	.	5	-3	0	.	.	-0.2	-5	29
Cc1ccc(-n2c(=O)c3ccccc3n(CC(=O)C(C)(C)C)c2=O)cc1	-3	4	11	-3	7	5	-7	0.2	-16	3
CCc1ccc(CN2C(=O)c3ccccc3C2C(=O)NCC2CCCO2)cc1 (stereo unspecified)	16	5	13	0	22	0	-38	-0.1	62*	0
Cc1ccccc1CNC(=O)C1CCC(=O)N(CC2CCCCC2)C1 (stereo unspecified)	-2	4	14	-1	-3	2	-11	0.3	0	6

Records listed so far shown as hits in HSF1 inh.
| SMILES | HSF1 inh | Platelet DG rel | HDAC3 inh | AI-2 QS modul | HSP90 inh | KLF5 inh | HSF-1 act | aSyn UTR inh |
| --- | --- | --- | --- | --- | --- | --- | --- | --- |
| O=C(C1=C[C@H](c2ccc(Br)cc2)C[C@H](OCCCCO)O1)N1CCN(Cc2ccc3c(c2)OCO3)CC1 | -54* | 2 | 10 | 26 | 1 | -3 | -62 | 25 |

More results
SMILES	HSF1 inh	IEC-6 tox	Platelet DG rel	HDAC3 inh	AI-2 QS modul	HSP90 inh	KLF5 inh	HIF activator	HSF-1 act	aSyn UTR inh
Cc1nn(CC2CCCCC2)c(N)c1-c1ccccc1	4	-1	6	8	-32	5	-91	1.0	5	-59
Cn1c(CNC(=O)OC(C)(C)C)nnc1SCC(=O)N1CCOCC1	-7	-2	14	0	12	1	12	0.0	5	-3
O=C(NNC(=O)[C@@H]1CCCC[C@@H]1C(=O)O)Nc1ccccc1	-8	3	-16	4	-5	2	-44	0.2	10	-33
O=C(CN1CCN(c2ccc(O)cc2)CC1)NC(=O)NCc1ccco1	8	6	-5	-6	21	7	-1	0.0	-12	-3
O=C(O)c1cc(O)ccc1NC(=O)C(c1ccccc1)c1ccccc1	-9	3	-9	-6	25	-1	-27	-0.4	4	17
N#CCC(=O)N/N=C1\CCCCC1C1CCCCC1 (stereo unspecified)	-1	-2	-14	-4	20	2	-42	1.2	3	25
C=CCOc1c2ccc(C(=O)N(CC)c3ccc(OC)cc3)cc2nn1C	1	-2	0	-19	8	-2	1	0.6	16	-1
COc1cc(OC)cc(C(=O)N/N=C\c2ccoc2)c1	-2	18	26	-2	7	8	-31	0.5	-9	-15
CC(C)Cc1nc2oc3c(NCCCN4CCOCC4)ncnc3c2c2c1CCC2	1	-3	-10	-10	14	-2	-27	0.2	31	13
O=C(COc1ccc(S(=O)(=O)N2CCOCC2)cc1)Nc1ccc2c(c1)OCCO2	-2	4	2	1	30	-1	0	0.0	-4	5
COc1ccccc1CNC(=O)C1=CCN(S(=O)(=O)c2ccc(C)cc2)CC1	-1	-4	1	-3	29	0	-28	-0.4	12	-15
N#CCn1c(Cc2ccccc2)nc2ccccc2c1=O	-1	-6	-4	0	11	-4	-27	0.5	-18	37
O=C(NC1CCN(C(=S)NCc2ccco2)CC1)C12CC3CC(CC(C3)C1)C2	1	6	5	4	23	6	16	.	10	-2
O=C1c2ccccc2S(=O)(=O)c2cc(C(=O)N3CCN(c4ccccc4)CC3)ccc21	-1	.	-1	?	-21	.	.	0.1	11	34
O=C(COc1ccc(Br)cc1)N1CCCCCC1	11	-7	-2	4	19	-3	-30	0.9	2	-48
COc1ccc(OC)c(C2CC(=O)Nc3n[nH]c(-c4ccccc4)c32)c1 (stereo unspecified)	1	-2	1	1	7	-4	-4	-0.1	2	43
CC(=O)NNc1ncnc2c1cnn2-c1ccc(C)c(Cl)c1	-16	-7	-8	2	47	3	-41	2.2	-22	-69
O=C(c1cnsn1)N1CCN(c2ccccn2)CC1	-1	0	-1	-9	-4	-6	-31	-0.1	0	6
CCc1nnc(NC(=O)CN2CCN(Cc3ccccc3Cl)CC2)s1	-2	4	-2	-6	11	2	-4	-1.0	3	7
CCOc1ccc(-n2ccnc(SCC(=O)NCCc3ccccc3)c2=O)cc1	2	.	-14	.	15	.	.	0.0	-9	12
CC(=O)Nc1ccc(Oc2cc(C#N)c(C#N)cc2N2CCOCC2)cc1	-5	-1	12	2	2	-1	-5	0.2	-8	-1
C=C1CCC[C@]2(C)C[C@H]3OC(=O)C(CN[C@@H](C)c4ccccc4)[C@H]3CC12 (stereo partly specified)	21	0	5	4	17	1	-15	-0.4	31	-15
O=C(O)c1c(-c2ccccc2)c2oc3ccccc3c2[nH]c1=O	5	0	-2	-69	21	0	-2	-0.2	1	-30
O=C1NNC(=O)C1c1ccccc1	-14	-5	-7	2	2	2	-28	-11	-8	-4
COc1ccc(CCNC(=O)C(=O)NCCCN2CCOCC2)cc1	.	-3	12	-8	5	0	-21	.	.	.
Cn1nc(C(F)(F)F)c(C#N)c1N1CCN(c2ccccc2)CC1	-6	8	-1	2	6	-2	-4	0.6	9	-47
CO/N=C(/C)CCS(=O)(=O)c1ccccc1	-5	-8	-1	0	8	-2	5	0.2	8	2
Cc1c(OCC(=O)NCc2ccncc2)ccc2c3c(c(=O)oc12)CCCC3	4	-1	-8	0	-2	5	-6	-0.3	-12	-23
Cc1c(C)n(C)c2ccc(C(=O)NCCc3ccco3)cc12	-1	-10	-2	4	3	0	-54	2.4	-17	-74
CN(C)C(CNC(=O)CCc1nc2ccccc2s1)c1ccccc1 (stereo unspecified)	5	-3	-1	4	.	2	-32	1.2	30	-1
Cc1cc(C)n(CC(O)COc2ccccc2Br)n1 (stereo unspecified)	-1	-1	0	-1	17	-1	-29	-13	14	-28
O=c1nc(-c2ccccc2)c2ccccc2[nH]1	-3	-7	-4	-1	18	-1	-3	-0.4	2	11
COc1ccc(CNC(=O)CCN2C(=O)c3ccncc3C2=O)cc1OC	-1	-8	-3	-3	2	-4	-38	-0.5	7	-1
COc1ccc(OC)c(NC(=O)CCN2CCN(CCO)CC2)c1	-8	-7	1	-15	12	-3	-57	-0.8	-3	-3
OCc1ccc(OCCCOc2cccc3cccnc23)cc1	11	5	1	8	-13	1	-24	0.4	23	-31
Nn1c(SCC(=O)Nc2nccs2)nncc1=O	-1	-4	-2	-9	-1	9	2	-0.8	-1	-17
O=C(CCc1nc(-c2ccccc2)c(-c2ccccc2)o1)OCc1ccc(Cl)cc1	-6	-1	-3	-3	18	0	-11	-0.2	0	-22
CC(=O)c1ccc(N2CCN(C(=S)Nc3cccc(Cl)c3)CC2)cc1	1	3	8	0	11	3	6	-0.9	9	-1
COc1ccc(CCNc2cc(C)[nH]c(=O)c2)cc1OC	-5	-9	6	-2	9	-2	-6	-1.6	5	26
CC(C)OCCCNc1ccc(N2C(=O)CCCC2=O)cc1[N+](=O)[O-]	12	-9	5	-1	10	-3	15	0.3	-2	4
Cc1cc(C)c2c(-n3cccc3)c(C(=O)NNS(=O)(=O)c3ccc(Br)cc3)sc2n1	11	-15	4	5	30	-2	-19	0.2	19	18

Source: PubChem
